# TEAD-YAP block: TEAD-YAP interaction inhibition. HEK-TIYL cells, TEAD-Gal4/YAP UAS-luciferase luminescence. inhibition, % at 9.12 µM. 640,000 tested, 1.4% active. AID 1259422; in the data active = inhibition above about 32%;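 note: 0% = median of test compound wells and 100% = reference inhibitor wells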
# FBW7 act: human FBW7 E3 ligase activation, primary screen; Q969H0; AlphaScreen FBW7–phospho-cyclin E peptide binding, activator screen; normalized activity (activation), % at 26.1 µM; 650,000 tested, 0.13% active; in the data active = normalized activity above about 1.9%;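 note: purified mutant Fbw7 with reduced substrate affinity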
# MITF inh: blocks human microphthalmia-associated transcription factor; O75030; AlphaScreen MITF homodimerization, bead proximity signal; inhibition, % at 2.6 µM; 650,000 tested, 0.91% active; AID 1259374; in the data active = inhibition above about 50%;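 note: 0% = vehicle wells with protein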
# Target sequence (O75030 whole entry, looked up): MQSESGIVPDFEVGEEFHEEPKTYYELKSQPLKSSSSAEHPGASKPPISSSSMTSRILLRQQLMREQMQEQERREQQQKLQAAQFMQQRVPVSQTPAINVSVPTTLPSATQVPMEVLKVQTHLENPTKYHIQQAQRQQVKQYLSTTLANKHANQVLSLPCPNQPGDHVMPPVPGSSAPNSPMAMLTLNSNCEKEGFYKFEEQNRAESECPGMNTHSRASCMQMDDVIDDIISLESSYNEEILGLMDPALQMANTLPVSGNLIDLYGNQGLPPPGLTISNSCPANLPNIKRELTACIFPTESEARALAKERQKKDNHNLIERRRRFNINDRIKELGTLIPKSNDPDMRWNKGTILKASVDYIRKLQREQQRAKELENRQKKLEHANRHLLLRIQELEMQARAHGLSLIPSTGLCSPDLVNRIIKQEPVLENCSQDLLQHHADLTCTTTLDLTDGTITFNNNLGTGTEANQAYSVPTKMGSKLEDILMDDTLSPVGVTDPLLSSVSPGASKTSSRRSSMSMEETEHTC
# GPR151 ag: human GPR151 activation; 650,000 tested, 1% active; Q8TDV0; AID 1508602; activation, % at 11.2 µM; PathHunter beta-arrestin GPR151 cells, luminescence; in the data active = activation above about 4.9%;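 note: 0% = median of compound wells and 100% = cells with positive control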
# Target sequence (Q8TDV0 whole entry, looked up): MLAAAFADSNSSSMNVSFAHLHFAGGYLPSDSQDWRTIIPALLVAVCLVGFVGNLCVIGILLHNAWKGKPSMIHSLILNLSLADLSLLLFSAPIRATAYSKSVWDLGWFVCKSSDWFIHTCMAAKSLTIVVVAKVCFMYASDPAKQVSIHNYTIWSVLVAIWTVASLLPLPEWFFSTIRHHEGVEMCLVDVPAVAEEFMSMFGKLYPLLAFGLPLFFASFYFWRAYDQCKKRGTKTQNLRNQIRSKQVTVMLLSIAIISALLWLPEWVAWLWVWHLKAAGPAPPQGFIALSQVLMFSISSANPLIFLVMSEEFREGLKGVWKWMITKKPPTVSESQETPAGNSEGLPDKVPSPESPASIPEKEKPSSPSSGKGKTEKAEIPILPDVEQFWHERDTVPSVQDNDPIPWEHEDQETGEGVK
# * marks the source's active call; other numbers are inactive results.
SMILES,TEAD-YAP block,FBW7 act,MITF inh,GPR151 ag
Cc1cc(NS(=O)(=O)c2ccc(NC(=O)c3ccccc3Br)cc2)nc(C)n1,-20,0.0,-5,-0.4
COc1ccccc1N1CCN(C(=O)c2ccccc2C)CC1,7,-0.3,2,0.5
COc1ccc(CN2CCC3(CC2)CC3C(=O)NCc2cccnc2)cc1 (centres undefined),-4,-0.1,-18,0.7
O=C(CN1C(=O)NC2(CCCCCC2)C1=O)NCC(F)(F)F,5,0.0,1,0.0
Cc1cc(C(=O)Nc2cc(Cl)ccc2Cl)no1,-15,0.4,9,0.1
CC1CCCCN1C(=O)C1CCCN(c2cccc3c2C(=O)N(Cc2cccnc2)C3=O)C1 (centres undefined),-2,0.2,-2,0.4
Cn1c2ccc(F)cc2c2nnc(SCC(=O)NC3CC3)nc21,4,0.7,1,-0.2
Cc1ccc(-n2c(O)c(/C=N/c3nn[nH]n3)c(=O)[nH]c2=O)cc1,-5,0.1,5,0.2
CCc1c(C)nc(SCc2cc(OC)cc(OC)c2)[nH]c1=O,-4,-0.2,-13,1.0
COc1ccc(C(=O)Oc2cc(C)c3c(c2)O/C(=C\c2cccnc2)C3=O)cc1OC,9,0.3,0,2.1
COc1ccc(-c2noc(CNC(=O)COc3ccc(C)cc3Br)n2)cc1,1,-0.1,-1,-1.0
Cc1cccc(S(=O)(=O)N2CCN(c3ccc(-n4nc(C)cc4C)nn3)CC2)c1,7,0.0,0,-0.3
C=CCSc1nnc(-c2ccccc2Cl)n1N,-3,0.1,14,-0.1
CCCOc1ccc(C2C(=O)N(C3CCCCC3)CC(=O)N2CCc2ccccc2)cc1OC (centres undefined),1,-0.1,-5,0.1
c1ccc(-n2cnc3c(NC4CC4)nc(N4CCN(c5ccccn5)CC4)nc32)cc1,37*,0.0,16,-0.6
Cc1c(CNCc2ccccc2F)c(C(=O)O)c(C)n1Cc1ccc(Cl)cc1,2,0.3,27,-0.3
COc1ccc(OCc2cc(C(=O)NCCN3CCCC(O)C3)no2)c(Cl)c1 (centres undefined),-4,0.1,13,0.9
Cc1cc(NC(=O)CSc2nc3c(sc(=S)n3Cc3ccco3)c(=O)n2-c2ccccc2)no1,-9,0.0,-7,-1.3
COc1ccc(C2OC34CCCCC3C(C#N)(C(=N)O4)C2(C#N)C#N)cc1 (centres undefined),4,-0.2,5,0.4
O=C(CN1C(=O)c2ccccc2S1(=O)=O)NCCCc1ccccc1,-2,0.0,-1,0.5
Cc1ccccc1C1NC(=S)NC2=C1C(=O)CC(C)(C)C2 (centres undefined),7,0.0,18,-1.0
COc1ccc(CNC(=O)C(=O)Nc2cccc(Br)c2)cc1,5,0.7,-4,0.0
COC(=O)c1ccc2c(=O)n3nc(NCCc4ccccc4)sc3nc2c1,-6,-0.1,-10,-0.5
COc1ccc2nc(N3CCCC(C(=O)NCCC4=CCCCC4)C3)sc2c1 (centres undefined),-3,0.4,13,0.2
COc1ccc(NC(=O)CSc2nc3ccsc3c(=O)n2CCCCCC(=O)O)cc1,0,-0.1,9,-0.7
CC(=O)N1CCc2cc(Br)cc(S(=O)(=O)Nc3ccc(F)cc3Cl)c21,-9,0.1,17,1.0
Cc1cc(Br)c(S(=O)(=O)NCCCN2CCOCC2)cc1C,-6,-0.5,-17,-0.2
O=C(Nc1cccc(Cl)c1)c1ccccc1C(=O)c1ccc(Cl)c([N+](=O)[O-])c1,-5,0.0,-5,-0.6
COc1cc(Nc2cc(Nc3ccncc3)nc(N)n2)cc(OC)c1OC,-13,0.0,14,-2.4
Cc1ccc(NC(=O)CC2SC(N)=NC2=O)c(C)c1 (centres undefined),4,0.1,3,0.6
COC(=O)c1c(NC(=O)c2cccc([N+](=O)[O-])c2)sc(C)c1C,1,-0.1,2,0.0
Nc1ccc(NC(=O)CCc2ccccc2)cc1S(=O)(=O)Nc1ccccc1Cl,3,0.2,18,-0.8
COC(=O)c1cnc(-n2cncn2)c(Cl)c1,11,0.0,12,-0.8
O=C(NC(=S)Nc1ccccn1)c1ccccc1I,-66,0.1,-16,-0.9
Cc1ccccc1C(=O)NNC(=O)COc1c(C)cc(Br)cc1C,-1,0.2,7,2.7
COc1ccc(/C=c2/sc3nc(-c4cccs4)nn3c2=O)cc1OC,4,0.1,10,-0.1

# Three compounds from above, sorted by length of the SMILES, descending.
SMILES,TEAD-YAP block,FBW7 act,MITF inh,GPR151 ag
COc1ccc(NC(=O)CSc2nc3ccsc3c(=O)n2CCCCCC(=O)O)cc1,0,-0.1,9,-0.7
Cc1ccccc1C(=O)NNC(=O)COc1c(C)cc(Br)cc1C,-1,0.2,7,2.7
COC(=O)c1cnc(-n2cncn2)c(Cl)c1,11,0.0,12,-0.8

# The listing continues.
SMILES,TEAD-YAP block,FBW7 act,MITF inh,GPR151 ag
COc1ccc(N2CCN(C3CC(=O)N(c4ccc(C(=O)O)cc4)C3=O)CC2)cc1 (centres undefined),5,0.2,13,6.0*
COCCNC(=O)c1ccc(S(=O)(=O)c2ccc(Cl)cc2)c(NC(C)=O)c1,-6,0.1,7,1.8
O=[N+]([O-])c1cc(/C=N/OCc2ccc(C(F)(F)F)cc2)ccc1N1CCOCC1,-2,-0.1,11,0.2
COc1ccc(C2=N/C(=C\c3cccc(F)c3)C(=O)O2)c(Br)c1,-7,0.0,8,0.2
O=C(CCC1CCCC1)Nc1ccc(Oc2ccccc2)cc1,-2,0.0,-6,0.0
Cc1ccc(CCC(=O)NCCCn2cc(C(=O)N3CCN(C)CC3)nn2)cc1,-4,-0.1,-14,0.6
CCC(C)NC(=O)COc1ccc(C)c(C)c1 (centres undefined),-7,0.1,6,0.7
CN1CCN(C(=O)c2cnn3c2NC(c2ccc(Br)cc2)CC3C(F)(F)F)CC1 (centres undefined),6,0.7,-6,-0.7
CC1(C)CC(=O)C2=C(C1)N(c1cccc(F)c1)C1=C(C(=O)CC(C)(C)C1)C2c1ccc(Br)cc1,-9,0.0,-16,-0.2
CC(C)NC(=O)c1ccccc1NC(=O)c1ccc(Cl)c([N+](=O)[O-])c1,8,0.0,-7,0.9
CCOC(=O)c1ccc(N=c2ssc3c2-c2cc(OC)ccc2N(C(=O)c2ccc([N+](=O)[O-])cc2)C3(C)C)cc1,-5,0.0,2,0.0
Cc1cnc(NC2CCN(Cc3ccccc3)CC2)nc1NCCOc1ccccc1,5,-0.1,-6,3.2

# Full records, looked up by structure. Order of screens: TEAD-YAP block	FBW7 act	MITF inh	GPR151 ag
# Entry for O=C(CCC1CCCC1)Nc1ccc(Oc2ccccc2)cc1 = -2	0.0	-6	0.0
# Entry for COc1ccc(C2=N/C(=C\c3cccc(F)c3)C(=O)O2)c(Br)c1 = -7	0.0	8	0.2

# New compounds follow:
SMILES,TEAD-YAP block,FBW7 act,MITF inh,GPR151 ag
CC(=O)Nc1nnc(SCC(=O)Nc2sc3c(c2C#N)CCCC3)s1,-3,0.0,-3,0.1
c1ccc(N2CCN(c3nccc(Nc4ccc(N5CCOCC5)cc4)n3)CC2)nc1,0,-0.1,5,-1.7
O=C(Nc1ccc2nn(-c3cccc([N+](=O)[O-])c3)nc2c1)c1cccs1,-15,-0.3,4,0.5
O=C1CC(c2ccc(-c3ccccc3)cc2)c2cc3c(cc2N1)OCCO3 (centres undefined),4,-0.1,-6,3.0
O=C(N/N=C/C1CC2CCC1C2)c1cccc2ccccc12 (centres undefined),37*,-0.1,-7,0.0
CCOc1ccc(S(=O)(=O)N(CC(=O)NCCSCc2ccccc2)c2ccccc2)cc1,1,-0.1,9,1.0
Cc1cccc(C(=O)O/N=C(\N)c2cccc([N+](=O)[O-])c2)c1,1,0.0,7,-0.2
CCCn1c(=S)[nH]c2cc(C(=O)NCc3ccccc3)ccc2c1=O,-3,-0.1,-13,0.8
Clc1ccc(/C=C/c2nc3cc(-c4ccccc4)ccc3o2)cc1,-2,0.1,0,0.7
CCOc1ccc(-n2cc(C(=O)Nc3ccc4c(c3)OCCO4)c3cc(OC)c(OC)cc3c2=O)cc1,-7,0.0,5,-1.6
COc1ccc(S(=O)(=O)N2CCC(C(N)=O)CC2)cc1,-9,0.1,-20,0.2
Cc1ncn(-c2ccc(Nc3ncc4cccc(-c5cnn(C(C)C)c5)c4n3)cc2)n1,52*,-0.1,13,0.2

# Pulled by structure from the entries so far:
SMILES,TEAD-YAP block,FBW7 act,MITF inh,GPR151 ag
O=C1CC(c2ccc(-c3ccccc3)cc2)c2cc3c(cc2N1)OCCO3 (centres undefined),4,-0.1,-6,3.0
CCOc1ccc(S(=O)(=O)N(CC(=O)NCCSCc2ccccc2)c2ccccc2)cc1,1,-0.1,9,1.0
CC(=O)Nc1nnc(SCC(=O)Nc2sc3c(c2C#N)CCCC3)s1,-3,0.0,-3,0.1

# Further structures follow.
SMILES,TEAD-YAP block,FBW7 act,MITF inh,GPR151 ag
CN(C(=O)Cn1c(=O)oc2cc(S(=O)(=O)N3CCCCCC3)ccc21)C1CCCCC1,2,-0.1,-1,-0.2
CC1CCN(C(=O)CN(c2cc(Cl)ccc2Cl)S(C)(=O)=O)CC1,12,0.7,5,-1.0
Cc1ccc(C)c(N2CCN(S(=O)(=O)c3ccc4c(c3)oc(=O)n4C)CC2)c1,-1,-0.1,-15,0.5
COc1cccc(C(=O)Nc2nnc(SCC(=O)O)s2)c1,11,0.0,9,-3.1
OC1(c2cn(Cc3ccccc3)nn2)CCCCC1,3,-0.2,-8,-0.1
C=CCNC(=O)c1ccc(-n2cccc2)cc1,-18,0.2,13,-0.8
N/C(=N\OC(=O)CCC1CCCCC1)c1ccc([N+](=O)[O-])cc1,-7,-0.1,-6,-1.5
Cc1ccc(CNC(=O)C2CCN(C(=O)c3ccc(C)cc3)CC2)cc1,3,-0.2,3,-0.7
COc1ccc(CNC(=O)NCC2(c3ccc(F)cc3)CC2)cc1,-7,-0.1,5,-1.3
COc1ccc(CNCCC2CCC(=O)N2CCCSC)cc1 (centres undefined),15,0.0,5,0.4
O=S(=O)(NCC1COc2ccccc2O1)c1cccc(Cl)c1Cl (centres undefined),4,0.0,-5,0.0
O=C1CCCC(C(=O)NC2CCCCC2)(c2ccc(Cl)cc2)N1CCc1ccccc1 (centres undefined),-10,-0.3,-4,-0.6

# Shown tab-delimited: five of the compounds above.
mol	TEAD-YAP block	FBW7 act	MITF inh	GPR151 ag
N/C(=N\OC(=O)CCC1CCCCC1)c1ccc([N+](=O)[O-])cc1	-7	-0.1	-6	-1.5
Cc1ccc(CNC(=O)C2CCN(C(=O)c3ccc(C)cc3)CC2)cc1	3	-0.2	3	-0.7
COc1ccc(CNC(=O)NCC2(c3ccc(F)cc3)CC2)cc1	-7	-0.1	5	-1.3
COc1ccc(CNCCC2CCC(=O)N2CCCSC)cc1 (centres undefined)	15	0.0	5	0.4
O=S(=O)(NCC1COc2ccccc2O1)c1cccc(Cl)c1Cl (centres undefined)	4	0.0	-5	0.0

# (cont.)
SMILES,TEAD-YAP block,FBW7 act,MITF inh,GPR151 ag
CN1C(=O)c2cccc(NC(=O)Cc3ccc4ccccc4c3)c2C1=O,9,0.2,0,0.3
CCCCOC(=O)c1ccc2c(c1)C(=O)N(c1ccccc1Cl)C2=O,-8,0.3,20,1.6
O=C(c1cccc(-c2ncc[nH]2)c1)N1CCC(CO)(Cc2cccc(C(F)(F)F)c2)CC1,5,0.0,14,-1.4
COc1cc(NS(=O)(=O)c2ccc(NC(=O)c3cccc4ccccc34)cc2)ncn1,3,0.2,-9,-0.4
COc1ccccc1Cn1c(SCc2ccccc2C)nc2ccccc2c1=O,4,0.1,13,1.2
O=C(CCN1C(=O)c2ccccc2C1=O)NCCCN1CCOCC1,5,0.2,18,0.3
CC(=O)Nc1ccc(C(=O)N/N=C/c2cc([N+](=O)[O-])ccc2O)cc1,-1,-0.2,15,-0.6
CN(C(=O)Cc1cccs1)C1(C(=O)Nc2ccc3c(c2)OCO3)CCCCC1,8,0.0,-15,-0.1
O=C(Nc1nc2c(s1)COc1ccccc1-2)c1ncoc1-c1cccs1,-9,-0.4,-8,0.2

# Screening results (PubChem)
